Integrin act MD = activators of alpha7 integrin expression for muscular dystrophy; AID 624291; Potency, µM (doses to about 38.3 µM), for inactives: at the top dose activation, hits mostly activators; 0.064% of 350,000 active; alpha7betagal myoblasts, beta-gal FDG fluorescence, 48 h;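 further: potency means the concentration at half of the fitted maximal effect; 100% = response of the positive control SU9516; nearly all actives have a fitted effect of over 60% in size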
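alpha7betagal+/- myoblasts (passage 13, 250/well) treated 48 h at 37C with compounds at 1:260 dilution of DMSO stock. Lysed, then beta-galactosidase activity read as FDG fluorescence (ex 480/em 540) after 30 min, with pre-read for autofluorescence.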
CXXC DNA block = MLL CXXC-DNA interaction inhibition | Q03164 | MLL-CXXC / FITC-HOXA9 DNA fluorescence polarization | Potency, µM (doses to about 115 µM), without a hit: at the top dose activity change, negative = inhibition, most hits filed as inhibitors | 0.037% of 290,000 active | AID 2662; active means well fitted inhibition curve with a large enough effect in the polarisation, with a control signal flat, not every such curve was filed as active; inconclusive means small, poorly fitted or top-dose-only effect, or effect the other way, or a change in a side signal; inactive means no such curve, though single readings can be large or run the other way; the % refers to the polarisation; further: potency means the concentration at half of the fitted maximal effect
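Fluorescence polarization: 7 uM MLL-CXXC (stock) preincubated 5 min with compounds, then 50 nM fluorescein-HOX-A9 DNA (stock) added; 30 min ambient. Buffer 50 mM Tris-HCl pH 7.5, 50 mM NaCl, 1 mM DTT, 0.05% BSA.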
FBPA coupling cs = inhibits coupling enzyme system, counter-screen for aldolase hits | coupling enzyme system counterscreen, AmpLite Red fluorescence | activity change, negative = inhibition, % at 58.2 µM, hits read low | 0.67% of 290,000 active | AID 2472; in the data active means activity change below about -30%; further: on the % scale 0 is the no-effect control and ±100 the full control effect
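Final compound at 57.5 uM, incubated 10 min at RT with coupling enzyme reagent (glyceraldehyde-3-phosphate), then 20 min with substrate and AmpLite Red detection. Fluorescence read at 525/598 nm; tests interference with the coupling assay, not aldolase inhibition.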
KCNH2 WT inh = KCNH2 (human, wildtype) channel inhibition. Q12809. U2OS, BacMam KCNH2, thallium flux FluxOr; hits give low values. activity change, % at 1.84 µM. 0.37% of 340,000 active;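 active means maximum activity change below -70%; inconclusive means maximum activity change between -70% and -50%; inactive means maximum activity change above -50%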; further: on the % scale 0 is the no-effect control and ±100 the full control effect
Target sequence (Q12809 whole entry, looked up): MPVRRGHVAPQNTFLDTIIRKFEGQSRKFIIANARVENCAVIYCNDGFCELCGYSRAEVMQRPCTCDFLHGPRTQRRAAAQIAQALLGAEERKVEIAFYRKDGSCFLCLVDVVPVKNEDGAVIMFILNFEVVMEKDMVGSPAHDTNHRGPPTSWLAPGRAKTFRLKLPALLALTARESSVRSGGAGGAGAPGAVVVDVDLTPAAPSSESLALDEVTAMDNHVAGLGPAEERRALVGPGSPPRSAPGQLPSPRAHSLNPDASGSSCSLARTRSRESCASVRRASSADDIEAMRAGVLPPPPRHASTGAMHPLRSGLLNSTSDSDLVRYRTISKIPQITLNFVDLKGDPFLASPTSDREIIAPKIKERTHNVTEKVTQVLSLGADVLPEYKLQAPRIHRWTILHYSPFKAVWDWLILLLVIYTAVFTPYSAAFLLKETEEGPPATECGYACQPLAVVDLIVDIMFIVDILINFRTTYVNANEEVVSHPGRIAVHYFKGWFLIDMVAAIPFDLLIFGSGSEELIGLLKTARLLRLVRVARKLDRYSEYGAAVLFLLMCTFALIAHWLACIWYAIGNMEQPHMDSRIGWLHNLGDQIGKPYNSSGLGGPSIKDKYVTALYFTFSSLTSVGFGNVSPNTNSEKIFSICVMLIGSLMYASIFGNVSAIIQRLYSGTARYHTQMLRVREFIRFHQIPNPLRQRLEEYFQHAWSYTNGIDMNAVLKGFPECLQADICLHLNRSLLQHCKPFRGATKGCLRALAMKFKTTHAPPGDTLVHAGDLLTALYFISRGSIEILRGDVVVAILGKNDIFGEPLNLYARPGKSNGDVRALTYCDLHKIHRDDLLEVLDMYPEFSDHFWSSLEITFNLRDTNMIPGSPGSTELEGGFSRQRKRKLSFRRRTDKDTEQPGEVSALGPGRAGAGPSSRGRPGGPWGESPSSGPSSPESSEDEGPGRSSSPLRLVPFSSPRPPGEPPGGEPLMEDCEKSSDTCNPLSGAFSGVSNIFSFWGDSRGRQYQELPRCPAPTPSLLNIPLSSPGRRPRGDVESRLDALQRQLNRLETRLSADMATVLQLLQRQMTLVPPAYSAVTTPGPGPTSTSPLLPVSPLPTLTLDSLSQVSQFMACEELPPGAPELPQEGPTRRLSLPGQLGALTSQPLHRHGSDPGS
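U2OS cells were transduced with wild-type KCNH2 virus (2.03 x 10^8 / mL) for 4 h at room temperature, then cultured overnight at 37 C. Thallium flux was read with FluxOr dye. Rate constants were normalized to DMSO controls.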
KCNH2 3.1 inh = inhibitors of human KCNH2 3.1 potassium channel isoform | U2OS KCNH2 3.1, thallium flux FluxOr; hits give low values | activity change, % (tested at about 1.8 µM) | 0.95% of 340,000 active | AID 720553;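 active means maximum activity change below -70%; inconclusive means maximum activity change from -70% to -50%; inactive means maximum activity change above -50%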;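 further: thallium influx rate constant from kinetic fluorescence after stimulation buffer; on the % scale 0 is the no-effect control and ±100 the full control effect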
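Kinetic fluorescence (2 min after stimulation buffer) measures Tl+ influx through KCNH2 3.1 expressed by viral transduction in U2OS cells; the rate constant is normalized against DMSO controls serving as positive and negative references.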
TRPV1 ag = activates the human vanilloid receptor TRPV1; Q8NER1; TRPV1-expressing cells, Fluo-8 calcium influx, agonist mode; activation, % at 8.33 µM; 0.19% of 320,000 active; AID 540275; in the data active means activation above about 80%; inconclusive means between about 30% and that limit; further: 0% is about no effect
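Cells expressing TRPV1 were dye-loaded with Fluo-8 and read kinetically: 10 s baseline, 3 min after compound (agonist portion), then 2 min after EC20 capsaicin (allosteric enhancer portion). Calcium-bound dye fluorescence at 480/520 nm.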
MBNL1 CUG block = inhibitors of human MBNL1 binding to CUG repeat RNA; AID 2675; Potency, µM (titrated, usually from 57.5 µM), inactives show at the highest dose activity change, negative = inhibition, most hits filed as inhibitors; TR-FRET MBNL1-His/biotin-(CUG)12 binding, 665/545 ratio; 0.036% of 280,000 active; Q9NR56; active means well fitted inhibition curve with a large enough effect in the signal ratio, with a control signal flat, not every such curve was filed as active; inconclusive means small, poorly fitted or top-dose-only effect, or effect the other way, or a change in a side signal; inactive means no such curve, though single readings can be large or run the other way; the % refers to the signal ratio; further: potency means the concentration at half of the fitted maximal effect; on the % scale 0 is the no-effect control and ±100 the full control effect
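His-tagged MBNL1 binding to biotinylated (CUG)12 RNA was measured by TR-FRET using terbium anti-His antibody (0.055 ng/ul final) and streptavidin-XL665 (5 nM final). Compounds were titrated 92 nM to 58 uM; 60 min at room temperature.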
A-T KAP1 phos = potential ataxia-telangiectasia treatments restoring KAP-1 phosphorylation; Potency, µM (top dose mostly 57.5 µM), for inactives: at the top dose activation, hits mostly activators; 0.19% of 320,000 active; […] A-T fibroblasts, KAP-1 phosphorylation AlphaLISA; neocarzinostatin DNA damage 30 min before lysis; AID 485349; further: potency means the concentration at half of the fitted maximal effect; % of control where 0% means no effect; nearly all actives have a fitted effect of over 45% in size
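hTERT-immortalized A-T patient fibroblasts ([…]), 500 cells/well in OPTI-MEM, 1% FBS, got compounds for 60 min, then NCS for 30 min at 37C. Lysates were then assayed for phospho-KAP-1 by AlphaLISA (anti-pKAP1 donor, anti-KAP1 acceptor beads), 6 hr at 25C.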
ASM inhibitor = inhibitors of human secretory acid sphingomyelinase. P17405. placental ASM, HMU-PC fluorogenic substrate, 60 min. Potency, µM (top dose mostly 57.5 µM), for inactives: at the top dose activity change, negative = inhibition, actives largely listed as inhibitors. 0.006% of 340,000 active. AID 504937; further: potency means the concentration at half of the fitted maximal effect
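Human placenta-derived ASM enzyme was preincubated with compound for 10 minutes at room temperature, then given fluorogenic substrate HMU-PC0 (9 uM final) for 60 minutes at 37 °C; a pH 10 stop preceded fluorescence reading at Ex 386/Em 447 nm.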
GALK inh = galactokinase (human) inhibition; Purified GALK, Kinase-Glo residual ATP luminescence; Potency, µM (titrated, usually from 57.5 µM), for inactives: at the highest dose activity change, negative = inhibition, most hits filed as inhibitors; 0.007% of 270,000 active; AID 1868; further: potency means the concentration at half of the fitted maximal effect; on the % scale 0 is the no-effect control and ±100 the full control effect
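Kinase-Glo Plus luminescence measured ATP left after a 1 h room-temperature reaction. The reaction used 5 nM GALK, 100 uM galactose and 35 uM ATP at pH 8.0 (20 mM HEPES, 5 mM MgCl2, 60 mM NaCl, 1 mM DTT, 0.01% BSA).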
Numbers without * were called inactive; ? = inconclusive; · = not tested or not shown; [ ] = dose if it differs, or a comment. Unless noted, the call rests on the fitted dose curve; in most records, active means well fitted curve in the direction sought with a large enough effect; inconclusive means small, poorly fitted or top-dose-only effect, or another doubt; inactive means no such curve, though single readings can be large; an effect the other way counts as inactive or inconclusive.

SMILES | Integrin act MD | CXXC DNA block | FBPA coupling cs | KCNH2 WT inh | KCNH2 3.1 inh | TRPV1 ag | MBNL1 CUG block | A-T KAP1 phos | ASM inhibitor | GALK inh
COc1ccc(-n2nnc3c(SCc4ccccc4)ncnc32)cc1 | -9% | 4% | -4 | 3 | -1 | 16 | 5% | 4% | 0% | 3%
CC(=O)c1c(C)n(CC(=O)NCc2ccco2)c2ccccc12 | -37%[inhibitor] | -4% | -2 | -5 | -13 | 2 | 0% | 6% | 1% | 0%
CCc1c(C)sc(NC(=O)c2cccs2)c1C(N)=O | -23% | 14% | -2 | -17 | -13 | ? | -2% | · | -2% | 4%
COC(=O)C1CCN(C(=O)CN2C(=O)c3ccccc3S2(=O)=O)CC1 | -15% | · | · | 0 | 5 | 0 | · | 2% | 5% | ·
Cc1ccc(/C(O)=C2\C(=O)C(=O)N(CC(C)O)C2c2ccc(N(C)C)cc2)cc1 (stereo not drawn) | 8% | -8% | -2 | -123* | -5 | -1 | 29% | 3% | 0% | 2%
O=C(Nc1cccc(C(F)(F)F)c1)c1cc2ncc(Br)cn2n1 | 18% | 7% | 2 | -22 | 3 | ? | -2% | 1% | -3% | 0%
O=C(Cc1cccc(NC(=O)C2CCCN(C(=O)c3ccccc3)C2)c1)Nc1ccc(C(=O)N2CCCCC2)cc1 (stereo not drawn) | -6% | · | · | -4 | 0 | · | · | · | -4% | ·
CC(C)c1cc(C(=O)NCc2cccnc2)no1 | 11% | -11% | 1 | -18 | 0 | -1 | 2% | 1% | 1% | 1%
CC(=O)c1ccc(NC(=O)c2cnn3ccccc23)cc1 | 20% | 2% | -1 | 1 | 9 | ? | 12% | 0% | -7% | 4%
Cc1ccc([N+](=O)[O-])cc1S(=O)(=O)Nc1ccc(C(=O)NCc2ccccn2)cc1 | -5% | · | · | -15 | 0 | 2 | · | -1% | 5% | ·
CCN1CCN(c2cc(C)c3cc(NC(=O)c4ccccc4F)ccc3n2)CC1 | · | 6% | -1 | · | · | 2 | 1% | 2% | · | 1%
NNC(=O)c1cccnc1Oc1ccccc1 | -20% | 8% | -1 | 4 | -36 | -1 | -12% | 1% | -1% | ·
CCCCn1c(N)c(N(CCOC)C(=O)C2CCN(S(=O)(=O)c3ccc(C)cc3)CC2)c(=O)[nH]c1=O | 7% | · | · | 1 | 11 | -1 | · | · | 3% | ·
COc1ccccc1NC(=O)/C(C#N)=C/c1cccn1C | 24% | · | · | -3 | 1 | · | · | · | 4% | ·
Cc1ccc(S(=O)(=O)c2nc(-c3ccccc3)oc2NCCN2CCOCC2)cc1 | 4% | -1% | 0 | 2 | -3 | 15 | 4% | -2% | 3% | -3%
O=C(Cc1nc(=O)c2ccccc2s1)Nc1ccccc1 | -27% | -2% | 0 | -7 | -7 | 5 | 34%[activator] | -4% | -1% | -2%
CC(C)NC(=O)Nc1cccc2c1O[C@H](CN(C)S(=O)(=O)c1cccs1)[C@@H](C)CN([C@H](C)CO)C2=O | 4% | · | · | 23 | 1 | · | · | 4% | -2% | ·
CCOC(=O)c1c(C)[nH]c(C(=O)C(C)Cl)c1C (stereo not drawn) | -28% | 12% | 0 | 2 | 18 | 8 | -2% | -7% | 0% | -2%
CN(C)CCCNS(=O)(=O)c1ccc(NC2CCCCCC2)c([N+](=O)[O-])c1 | -59%[inhibitor] | -3% | 3 | 5 | -7 | -1 | ? | -10% | -10% | 6%
CCCCN1C(=N)N([C@@H](C)CN2CCC[C@H]2CN2C(N)=NC[C@@H]2Cc2ccccc2)C[C@H]1Cc1ccccc1 | -41% | · | · | 4 | 3 | · | · | 17% | 9% | ·

3 consecutive records already listed, quoted:
SMILES | Integrin act MD | CXXC DNA block | FBPA coupling cs | KCNH2 WT inh | KCNH2 3.1 inh | TRPV1 ag | MBNL1 CUG block | A-T KAP1 phos | ASM inhibitor | GALK inh
Cc1ccc([N+](=O)[O-])cc1S(=O)(=O)Nc1ccc(C(=O)NCc2ccccn2)cc1 | -5% | · | · | -15 | 0 | 2 | · | -1% | 5% | ·
CCN1CCN(c2cc(C)c3cc(NC(=O)c4ccccc4F)ccc3n2)CC1 | · | 6% | -1 | · | · | 2 | 1% | 2% | · | 1%
NNC(=O)c1cccnc1Oc1ccccc1 | -20% | 8% | -1 | 4 | -36 | -1 | -12% | 1% | -1% | ·

New compounds follow.
SMILES | Integrin act MD | CXXC DNA block | FBPA coupling cs | KCNH2 WT inh | KCNH2 3.1 inh | TRPV1 ag | MBNL1 CUG block | A-T KAP1 phos | ASM inhibitor | GALK inh
Cc1ccccc1NC(=O)Cn1cccc1 | 22% | -13% | 2 | 6 | -12 | 1 | 2% | -6% | 5% | -1%
CCN1C(=O)C(CC(=O)Nc2ccc(OC)cc2)N(CCc2ccccc2)C1=S (stereo not drawn) | 0% | 1% | -4 | -20 | 0 | -3 | -2% | 0% | -6% | 6%
Cc1ccccc1NC(=S)NNC(=O)c1ccoc1C | 8% | -6% | 0 | -26 | -8 | -1 | -3% | -2% | -1% | 0%
CCOC(=O)C1CCN(Cc2ccc(OC)c(C)c2OC)CC1 | -8% | 2% | 1 | 10 | -11 | -2 | 8% | 1% | 1% | 17%
CN(C)C(=O)CSc1ncnc2scc(-c3ccccc3)c12 | -20% | -5% | 0 | -3 | 10 | 28 | 13% | 14% | -1% | -2%
Cn1c(=O)[nH]c(=O)c2c1nc(CN1CCOCC1)n2CCCO | 7% | 3% | 4 | -3 | -11 | 2 | -7% | 2% | 0% | -1%
Cc1sc2ncnc(N3CCC(C(=O)NNC(=O)c4ccc(F)cc4)CC3)c2c1C | 0% | · | · | -8 | -4 | 10 | · | -6% | · | ·
c1cnc(SCCOc2ccc3c(c2)CCC3)nc1 | -6% | 6% | 0 | 10 | 7 | 2 | -3% | 6% | 2% | -4%
Cn1ncc([N+](=O)[O-])c1C(=O)Nc1ccccc1C(=O)O | 11% | -7% | -4 | 8 | 20 | -2 | 3% | 4% | 2% | 5%
CCOC(=O)c1c(NC(=O)CC(C)C)sc(C(C)=O)c1C | -26% | -6% | 4 | -4 | 0 | 10 | 12% | 8% | -10% | -3%
O=C(c1c(O)c2ccccc2oc1=O)C1CCCCC1 | -20% | -6% | -1 | -2 | 3 | -4 | -10% | · | -2% | -2%
CC(C)(C)c1ccccc1OCC(=O)NCc1ccccc1 | 6% | -4% | 2 | -5 | 14 | 29 | -4% | 17% | -2% | 1%
CC(OC(=O)c1ccc(S(=O)(=O)N(C)C)cc1)C(=O)Nc1ccc(Cl)cn1 (stereo not drawn) | 1% | 3% | 2 | 7 | -5 | 1 | -4% | 0% | -1% | 8%
CC1CN(C(=O)Nc2ccc3c(c2)OCO3)CC(C)O1 (stereo not drawn) | 0% | -18% | 0 | -1 | -3 | 0 | ? | 3% | 2% | -2%
Cc1nn(Cc2ccc(F)cc2)c(C)c1NC(=O)c1cnn2cccnc12 | -28%[7.66 µM] | 7% | -2 | -1 | -5 | -3 | 4% | 10% | 1% | -3%
O=C(N/N=C/c1ccc(-c2cccc(C(F)(F)F)c2)o1)c1cccc(F)c1 | -21% | -2% | -4 | 0 | -16 | · | 5% | -13% | 14% | -3%
O=C(Nc1ccc(S(=O)(=O)N2CCCCC2)cc1)c1ccccc1F | -1% | 1% | -2 | -5 | 8 | ? | -5% | 0% | -1% | 1%
COc1ccc(-c2cc(C(=O)OCC(=O)Nc3cc(C)on3)c3ccccc3n2)cc1OC | 0% | 5% | 5 | 0 | 38 | 0 | 7% | -1% | 225%[activator] | 4%
O=C(Nc1ccon1)c1ccccc1Cl | -2% | -1% | 5 | 15 | 23 | -2 | -1% | -1% | 1% | 1%
O=C(C1CC1)N1CCN(c2ccc([N+](=O)[O-])cc2)CC1 | -38% | · | · | -2 | -11 | · | · | · | -7% | ·
O=C(NCCc1ccccc1)C1CCCN1C(=O)Nc1cccc(Cl)c1 (stereo not drawn) | 16% | -3% | 1 | -5 | 1 | 9 | 2% | 1% | 0% | 1%
O=C1NC2(CCc3ccccc3C2)C(=O)N1CCOc1cccc(Cl)c1 (stereo not drawn) | 1% | 12% | 1 | 7 | -15 | ? | -5% | -5% | -1% | 0%
c1ccc(-c2ncnc3cc4n(c23)CCC4)cc1 | 19% | -6% | -3 | 2 | 2 | 0 | -5% | 1% | 0% | -1%
O=C(CN1C(=O)COc2ccc(Cl)cc21)Nc1ccc(N2CCOCC2)cc1 | -14% | -4% | · | 1 | 3 | 0 | ? | 3% | 2% | 0%

Assay outcomes deposited in PubChem by National Center for Advancing Translational Sciences (NCATS).

This is a random part of the collection; overall some 2% were active at least once.
